Screens deposited in PubChem BioAssay by NCI.
NCI-60 one-dose screen, 48 h, at 10 µM unless noted. Numbers give growth in % (100 = growth as untreated, 0 = no growth, -100 = all killed).
HCT-116: HCT-116 colon cancer | 82,000 compounds, 7.3% hits | AID 1794798
NCI-H23: NCI-H23 lung cancer. AID 1794731. 80,000 compounds, 4% hits
NCI-H460: NCI-H460 lung cancer. 82,000 compounds, 6.8% hits. AID 1794736
NCI/ADR-RES: NCI/ADR-RES ovarian cells. 81,000 compounds, 4.4% hits. AID 1794790
NCI-H322M: NCI-H322M lung cancer. 80,000 compounds, 2.7% hits. AID 1794733
NCI-H226: NCI-H226 lung cancer | 79,000 compounds, 3.5% hits | AID 1794732
COLO 205: COLO 205 colon cancer. AID 1794742. 79,000 compounds, 7.3% hits
HCT-15: HCT-15 colon cancer. 82,000 compounds, 5.2% hits
NCI-H522: NCI-H522 lung cancer. 78,000 compounds, 8% hits. AID 1794739
Starred values were filed as active, the others as inactive; · = not tested or not shown; & = joins results of further samples. The calls were made as follows: active = growth percent below 10; inactive = the rest.

Labels used below – A = HCT-116; B = NCI-H23; C = NCI-H460; D = NCI/ADR-RES; E = NCI-H322M; F = NCI-H226; G = COLO 205; H = HCT-15; I = NCI-H522
SMILES: COc1ccc(S(=O)(=O)N2CCOCC2)cc1N
  A: 109	B: 98	C: 103	D: 103	E: 100	F: 99	G: 110	H: 108	I: 101

SMILES: COc1cc(C(=O)n2cc(-c3ccccc3)c(N)n2)cc(OC)c1OC
  A: 91	B: 87	C: 95	D: 94	E: 88	F: 98	G: 96	H: 77	I: 59

SMILES: CCCCN(CCCC)CC(C)(O)c1cc(-c2ccc(Cl)cc2)nc2c(C)cc(C)cc12 (stereo unspecified)
  A: 79	B: 88	C: 97	D: 96	E: 113	F: 95	G: 91	H: 90	I: 88

SMILES: Cn1cc(-c2cc3ncnc(Nc4ccc(CC(=O)Nc5ccc(C(C)(C)C)cc5)cc4)c3s2)cn1
  A: 104	B: 106	C: 99	D: 108	E: 100	F: 95	G: 120	H: 102	I: 93

SMILES: COc1cc(/C=C/c2nc3ccccc3nc2NNC(=O)Nc2cccc(Cl)c2)ccc1O
  A: 93	B: ·	C: 97	D: 98	E: 83	F: 72	G: 102	H: 94	I: 73

SMILES: Fc1cccc(F)c1C#Cc1ccc2cccnc2c1
  A: 75	B: 79	C: 86	D: 91	E: 90	F: 101	G: 96	H: 75	I: 76

SMILES: COc1cc2ncnc(Oc3ccc(NC(=O)Nc4ccc(Cl)c(C(F)(F)F)c4)c4ccccc34)c2cc1OC
  A: 66	B: 82	C: 69	D: 74	E: 107	F: 72	G: 90	H: 103	I: 71

SMILES: C=C(C)[C@@H]1CC[C@]2(C(=O)O)CC[C@]3(C)[C@H](CC[C@@H]4[C@@]5(C)CC[C@H](NC(=O)C(Cl)Cl)C(C)(C)[C@@H]5CC[C@]43C)[C@@H]12
  A: 65	B: 74	C: 66	D: 80	E: 61	F: 74	G: 86	H: 61	I: 70

SMILES: COc1cccc2c(OC)cccc12
  A: 97	B: 101	C: 103	D: 113	E: 107	F: 105	G: 114	H: 109	I: 100

SMILES: O=P(O)(c1ccccc1)c1ccccc1
  A: 104	B: 104	C: 102	D: 105	E: 109	F: 81	G: 107	H: 100	I: 92

SMILES: COc1cc(CCN=Cc2cccc(OC)c2O)c([N+](=O)[O-])cc1OC
  A: ·	B: 101	C: 104	D: 100	E: 83	F: 87	G: 110	H: 91	I: ·

SMILES: CN(C)CC(O)c1ccc2cc(Br)c3ccccc3c2c1 (stereo unspecified)
  A: 41	B: 80	C: 37	D: 60	E: 73	F: 79	G: -68*	H: 54	I: 66

SMILES: CC(=O)Oc1csc(N(C(C)=O)c2cc(C(=O)O)cc(C(=O)O)c2)n1
  A: 91	B: 93	C: 102	D: 99	E: 100	F: 101	G: 100	H: 93	I: 93

SMILES: CS(=O)(=O)c1cnnc2ccccc12
  A: 57	B: 79	C: 59	D: 88	E: 122	F: 91	G: 93	H: 53	I: 57

SMILES: COc1ccc2c(c1)N(CCO)C1=C(C(=O)CC(C)(C)C1)C2c1ccccc1 (stereo unspecified)
  A: 91	B: 92	C: 103	D: 101	E: 95	F: 90	G: 95	H: 101	I: 70

SMILES: CC(C)(C)c1[nH]nc2c1C(c1cc3ccccc3[nH]c1=O)Nc1cc(C(=O)Nc3ccc(Cl)cc3)ccc1N2 (stereo unspecified)
  A: 46	B: 79	C: 74	D: 95	E: 79	F: 105	G: 84	H: 99	I: 75

SMILES: O=C(CNc1nc(-c2cccc([N+](=O)[O-])c2)cs1)Nc1ccc(Cl)cc1[N+](=O)[O-]
  A: 106	B: 103	C: 110	D: 106	E: 99	F: 98	G: 108	H: 108	I: 93

SMILES: CC(C)CSc1nc(N)nc2c1ncn2C1OC(CO)C(O)C1O (stereo unspecified)
  A: ·	B: 106	C: 104	D: 103	E: 101	F: 101	G: 101	H: 93	I: 93

SMILES: COc1cccc(O)c1/C=C(/C)c1ccc2c(OC)cccc2[o+]1
  A: 101	B: 103	C: 109	D: 100	E: 103	F: 105	G: 117	H: 95	I: 99

SMILES: C1CCC(CCCC2CCCCC2)CC1
  A: 105	B: 107	C: ·	D: 119	E: 115	F: 102	G: 103	H: 97	I: 94

SMILES: Cn1c(=O)c2c(nc(CCc3nc4c(c(=O)n(C)c(=O)n4C)n3C)n2C)n(C)c1=O
  A: 99	B: 109	C: ·	D: 102	E: 104	F: 103	G: 112	H: 101	I: 107

SMILES: O=C1C=C(NCCN2CCCC2)C(=O)c2c(OCc3ccccc3)cccc21
  A: 83	B: 89	C: 81	D: 87	E: 97	F: 82	G: 86	H: 93	I: 90

SMILES: O=C(O)CN(CC(=O)O)Cc1ccccc1
  A: 101&93	B: 91&103	C: 105&104	D: 100&103	E: 104&115	F: 106&91	G: 83&105	H: 101&97	I: 82&103

SMILES: Nc1cc(F)ccc1NC(=O)c1ccc(CNC(=O)/C=C2\NC(=O)c3ccccc32)cc1
  A: 27	B: 74	C: 73	D: 82	E: 86	F: 70	G: 72	H: 100	I: 29

SMILES: COc1ccccc1Cn1cc2c(c1-c1cc(OC)c(OC)c(OC)c1)CCCc1cnoc1-2
  A: 49	B: 71	C: 72	D: 83	E: 84	F: 73	G: 100	H: 64	I: 75

SMILES: O=C(Cn1c(-c2ccccc2)nc2ccccc21)N=Nc1c(O)[nH]c2ccc(Br)cc12
  A: 1.1*	B: 3.3*	C: -30*	D: -56*	E: -6.1*	F: -60*	G: -67*	H: 1.1*	I: 29

SMILES: CC1(c2ccccc2)NC(=O)N(NC(=O)CSc2nc(-c3cccs3)nc3ccccc23)C1=O (stereo unspecified)
  A: 94	B: 90	C: 107	D: 88	E: 98	F: 91	G: 124	H: 91	I: 82

SMILES: Cn1cc(/C=C(\C#N)C(=O)Nc2ncc(Cc3cccc(Cl)c3Cl)s2)c2ccccc21
  A: 95	B: 94	C: 96	D: 82	E: 105	F: 94	G: 112	H: 66	I: 81

SMILES: O=S(=O)(NCCNc1cc(-c2cn(-c3ccccc3)nc2-c2cccc(O)c2)ccn1)c1ccc(F)cc1
  A: 24	B: 34	C: 23	D: 18	E: 59	F: 45	G: -49*	H: 6.5*	I: 5.0*

SMILES: O=S1(=O)C=CCC1
  A: 101	B: 103	C: ·	D: 109	E: 113	F: 90	G: 117	H: 100	I: 121

SMILES: O=C(O)CN1CSC(=S)N(CC(=O)O)C1
  A: 100	B: 105	C: 102	D: 103	E: 110	F: 106	G: 107	H: 105	I: 77

SMILES: Clc1ccc(CSc2ncnc(SCc3ccc(Cl)cc3Cl)c2Cl)c(Cl)c1
  A: 88	B: 92	C: 104	D: 96	E: 103	F: 87	G: 100	H: 100	I: 82

SMILES: COc1ccc(-c2nc(SCC(=O)c3ccccc3)[nH]c(=O)c2C#N)cc1
  A: 88	B: 102	C: 99	D: 95	E: 96	F: 83	G: 101	H: 105	I: 84

SMILES: CCN(CC)CCN(CCN(CC)CC)c1ccccc1
  A: 75	B: 93	C: 107	D: 100	E: 103	F: 95	G: 98	H: 104	I: 79

SMILES: COc1ccc(-c2nn(CC(=O)N3CCCCC3)c3ncnc(N)c23)cc1
  A: 97	B: 93	C: 96	D: 102	E: 98	F: 84	G: 101	H: 105	I: 84

SMILES: NC(CCc1nc2ccccc2c(=O)[nH]1)C(=O)O (stereo unspecified)
  A: 105	B: 105	C: 108	D: 110	E: 98	F: ·	G: 115	H: 101	I: 92

SMILES: O=c1[nH]cc(CCc2ccccc2)c(=O)[nH]1
  A: 99	B: 104	C: 112	D: 110	E: 110	F: 95	G: 107	H: 107	I: 106

SMILES: O=C(COc1ccccc1)c1ccccc1
  A: 98	B: 97	C: 106	D: 101	E: 110	F: ·	G: 112	H: 103	I: 125

SMILES: COc1ccc([C@@H]2C(=O)N(c3cc(OC)c(OC)c(OC)c3)[C@H]2c2ccc(OC)c(O)c2)cc1
  A: 6.5*	B: 29	C: 4.8*	D: 14	E: 43	F: 60	G: -79*	H: 11	I: -39*

SMILES: O=c1nc2c(-c3nc4ccccc4s3)n[nH]n2c2ccsc12
  A: 64	B: 54	C: 52	D: 74	E: 82	F: 84	G: 80	H: 82	I: ·

SMILES: CN1C(=O)C2(Nc3cc(Cl)ccc3S2)c2cc(Cl)ccc21 (stereo unspecified)
  A: 83	B: 83	C: 95	D: 94	E: ·	F: 80	G: 93	H: 77	I: 95

SMILES: N#CCc1cccnc1
  A: 104	B: 97	C: 112	D: 107	E: 110	F: 113	G: 108	H: 109	I: 105

SMILES: C=C(C)[C@@H]1CC[C@]2(C(=O)O)CC[C@]3(C)[C@H](CC[C@@H]4[C@@]5(C)CC[C@H](OC(=O)c6ccccc6C(=O)O)C(C)(C)[C@@H]5CC[C@]43C)[C@@H]12
  A: 89	B: 95	C: 82	D: 99	E: 99	F: 92	G: ·	H: 78	I: 86

SMILES: S=c1nc(-c2ccc(Br)cc2)cc(-c2cn(-c3ccccc3)nc2-c2ccc(OCc3ccccc3)cc2)[nH]1
  A: 82	B: 92	C: 100	D: 98	E: 91	F: 90	G: 114	H: 94	I: 86

SMILES: COC(=O)C1=C(C(=O)c2cccc(OC)c2OC)C(c2c(F)cccc2Cl)C(C#N)=C(N)O1 (stereo unspecified)
  A: 97	B: 88	C: 104	D: 98	E: 99	F: 97	G: 100	H: 99	I: 84

SMILES: CCOC(=O)c1sc(NCC(=O)Nc2ccc(Cl)cc2)c(C(=O)OCC)c1C
  A: 97	B: ·	C: 101	D: ·	E: 100	F: 105	G: 109	H: 88	I: 82

SMILES: O=C(NNc1nc2ccccc2nc1/C=C/c1ccc(Cl)cc1)Nc1cccc(Cl)c1
  A: 49	B: ·	C: 62	D: 58	E: 58	F: 66	G: 74	H: 57	I: 64

SMILES: NS(=O)(=O)c1ccc(NCc2nc3ccccc3c(=O)[nH]2)cc1
  A: 102	B: ·	C: 101	D: 101	E: 104	F: 93	G: 103	H: 96	I: 90

SMILES: COc1ccc(C(=O)COc2ccc(/C=C3\Cc4ccccc4C3=O)cc2)cc1
  A: 87	B: 88	C: 98	D: 89	E: 182	F: 101	G: 119	H: 102	I: 54

SMILES: CCCSc1ccc2nc(NC(=O)OC)[nH]c2c1
  A: 16	B: 24	C: 6.8*	D: -8.2*	E: 60	F: 23	G: 5.3*	H: 18	I: -36*

6 of the compounds above, with two lines to a compound.
Every second line gives: HCT-116	NCI-H23	NCI-H460	NCI/ADR-RES	NCI-H322M	NCI-H226	COLO 205	HCT-15	NCI-H522
> COc1ccc([C@@H]2C(=O)N(c3cc(OC)c(OC)c(OC)c3)[C@H]2c2ccc(OC)c(O)c2)cc1
→ 6.5*	29	4.8*	14	43	60	-79*	11	-39*
> O=c1nc2c(-c3nc4ccccc4s3)n[nH]n2c2ccsc12
→ 64	54	52	74	82	84	80	82	·
> CN1C(=O)C2(Nc3cc(Cl)ccc3S2)c2cc(Cl)ccc21 (stereo unspecified)
→ 83	83	95	94	·	80	93	77	95
> N#CCc1cccnc1
→ 104	97	112	107	110	113	108	109	105
> C=C(C)[C@@H]1CC[C@]2(C(=O)O)CC[C@]3(C)[C@H](CC[C@@H]4[C@@]5(C)CC[C@H](OC(=O)c6ccccc6C(=O)O)C(C)(C)[C@@H]5CC[C@]43C)[C@@H]12
→ 89	95	82	99	99	92	·	78	86
> S=c1nc(-c2ccc(Br)cc2)cc(-c2cn(-c3ccccc3)nc2-c2ccc(OCc3ccccc3)cc2)[nH]1
→ 82	92	100	98	91	90	114	94	86

The listing continues:
Labels used below – A = HCT-116; B = NCI-H23; C = NCI-H460; D = NCI/ADR-RES; E = NCI-H322M; F = NCI-H226; G = COLO 205; H = HCT-15; I = NCI-H522
SMILES: Nc1ccc(F)c(F)c1
  A: 101	B: 98	C: 113	D: 104	E: 111	F: 105	G: 98	H: 102	I: ·

SMILES: C/C(CCC(=O)O)=N\Nc1ccc([N+](=O)[O-])cc1[N+](=O)[O-]
  A: 106	B: 107	C: 103	D: 111	E: 116	F: 94	G: 91	H: 90	I: 81

SMILES: CCOC(=O)c1cc2c(n1C)-c1oncc1CCC2
  A: 95	B: 92	C: 104	D: 99	E: 120	F: ·	G: 107	H: 100	I: 104

SMILES: CCOC(=O)C1CC1C#N (stereo unspecified)
  A: 106	B: 98	C: 105	D: 109	E: 97	F: 101	G: 120	H: 100	I: 89

SMILES: COc1ccc(OCC(=O)Nc2ccc(-c3nc4ccccc4s3)c(Cl)c2)cc1
  A: 87	B: 84	C: 97	D: 86	E: 93	F: 79	G: 114	H: 98	I: 75

SMILES: COc1ccc(-c2nc(C(=O)Nc3ccccc3OC)nn2-c2cccc3ccccc23)cc1
  A: 54	B: 75	C: 77	D: 76	E: 73	F: 77	G: 86	H: 66	I: 62

SMILES: Fc1ccc(CSc2nnc(-c3cccnc3)o2)cc1
  A: 97	B: 100	C: 114	D: 106	E: 102	F: 100	G: ·	H: 113	I: 74

SMILES: Nc1nc(N)c2cc(CNc3ccc(Cl)c(Cl)c3)ccc2n1
  A: -89*	B: 43	C: -49*	D: 28	E: 30	F: 45	G: -80*	H: 9.8*	I: 13

SMILES: CCCN(c1ccc(Cl)cc1)c1nc(-c2ccc(Br)cc2)cs1
  A: 96	B: 95	C: 101	D: 102	E: 96	F: 90	G: 110	H: 101	I: 95

SMILES: O=C(N/N=C\c1ccccc1C(=O)O)C(=O)N/N=C\c1ccccc1C(=O)O
  A: 104&97	B: 101&99	C: 114&104	D: 100&103	E: 91&111	F: 126&94	G: 97&115	H: 96&108	I: 85&93
